Compound activity: PubChem BioAssay, National Center for Advancing Translational Sciences (NCATS)
ALDH1A1 block – inhibitors of human aldehyde dehydrogenase 1A1; Purified ALDH1A1, NADH fluorescence, propionaldehyde substrate; Potency, µM (highest dose often 75.3 µM), for the others: at the highest dose activity, negative = inhibition, hits mostly inhibitors; hit rate 7.3% among 220,000; active = well fitted inhibition curve with a large enough effect, not every such curve was filed as active; inconclusive = small, poorly fitted or top-dose-only effect, or another doubt; inactive = no such curve, though single readings can be large or run the other way;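 also: plate controls were no enzyme wells and a reference inhibitor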
Tau fluor counter – counter-screen for tau fibril formation inhibitors; tau K18 P301L Alexa594 fluorescence, heparin fibrillization; Potency, µM (top dose mostly 57.7 µM), inactives show at the highest dose activity change, negative = decrease; hit rate 0.93% among 280,000; AID 1463; also: nearly all actives have a fitted effect of over 55% in size
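Human K18 P301L tau (15 uM unlabeled plus 0.24 uM Alexa 594-labeled, final) in 100 mM sodium acetate pH 7 was mixed with compound and 20 uM heparin and incubated 6 hr at 37 C.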
Tau fibril ThT – tau fibrillization inhibition (ThT binding) | P10636 | recombinant tau K18 P301L (four-repeat tau fragment), heparin-induced fibrillization, ThT fluorescence | Potency, µM (titrated, usually from 57.4 µM), for inactives: at the highest dose activity, negative = inhibition, most hits filed as inhibitors | hit rate 2.1% among 270,000 | AID 1460; also: nearly all actives have a fitted effect of over 55% in size
Target sequence (P10636 561-689 P618L limits assumed): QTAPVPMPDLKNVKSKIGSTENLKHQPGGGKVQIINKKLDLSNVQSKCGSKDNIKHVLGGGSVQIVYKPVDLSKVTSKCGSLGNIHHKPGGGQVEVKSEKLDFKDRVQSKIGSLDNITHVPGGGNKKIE
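K18 P301L tau (15 uM + 0.24 uM Alexa 594-tagged), heparin 20 uM, NaOAc pH 7, 6 h 37 C; ThT 30 uM, 1 h RT, ex 450/em 510 nm.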
TexasRed fluor – Texas Red fluorescence interference in TRb-SRC2 counter-screen | Potency, µM (titrated, usually from 106 µM), inactives show at the highest dose fluorescence change, negative = quenching | TRb/SRC2 Texas Red total fluorescence interference | AID 1479 | hit rate 0.29% among 280,000; active = well fitted curve in either direction with a large enough effect; inconclusive = small, poorly fitted or top-dose-only effect
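Flags fluorescent or light-absorbing compounds by total fluorescence, S + 2P, at 555 nm excitation and 632 nm emission. Mixture: 20 nM Texas Red SRC2 peptide, 0.6 uM human TRb LBD, 1 uM T3, 5% DMSO; compound exposure 5 h at ambient temperature.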
L3MBTL1 inh – inhibitors of human L3MBTL1 | hit rate 0.66% among 230,000 | AlphaScreen L3MBTL1–H3K9me1 peptide binding | AID 485360 | Potency, µM (titrated, usually from 57.1 µM), without a hit: top-dose activity, negative = inhibition, usual class: inhibitors | Q9Y468; also: nearly all actives have a fitted effect of over 60% in size
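L3MBTL1 (50 nM) pre-complexed 30 min with biotinylated H3(1-15)K9me1 peptide (75 nM), then compounds added for 30 min at room temperature; AlphaScreen streptavidin donor/nickel chelate acceptor beads (10 ug/mL final) read after 30 min dark incubation.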
TRb SRC2 PPI – inhibitors of human thyroid hormone receptor beta-SRC2 interaction | P10828 | TRbeta-SRC2 peptide binding, fluorescence polarization; receptor liganded with 1 µM T3 | Potency, µM (top dose mostly 106 µM), without a hit: at the top dose activity change, negative = inhibition, hits mostly inhibitors | hit rate 0.065% among 280,000 | AID 1469;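 also: plate controls were bound peptide for no effect and peptide without receptor for full effect; nearly all actives have a fitted effect of over 50% in size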
Target sequence (P10828 whole entry, looked up): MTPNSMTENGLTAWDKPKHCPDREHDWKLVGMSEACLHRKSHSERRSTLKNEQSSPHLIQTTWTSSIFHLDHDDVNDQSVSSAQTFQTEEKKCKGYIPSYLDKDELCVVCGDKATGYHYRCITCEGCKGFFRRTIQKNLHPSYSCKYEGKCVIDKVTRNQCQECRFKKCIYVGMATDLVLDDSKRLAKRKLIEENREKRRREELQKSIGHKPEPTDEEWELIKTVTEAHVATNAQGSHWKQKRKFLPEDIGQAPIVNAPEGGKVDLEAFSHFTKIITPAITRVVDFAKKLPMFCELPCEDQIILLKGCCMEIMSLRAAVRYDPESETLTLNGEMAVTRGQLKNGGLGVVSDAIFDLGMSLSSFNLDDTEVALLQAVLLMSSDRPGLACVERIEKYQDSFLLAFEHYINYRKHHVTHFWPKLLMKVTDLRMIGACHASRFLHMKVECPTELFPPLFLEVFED
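Fluorescence polarization of 20 nM Texas Red SRC2 peptide (20-aa NR interaction domain) bound to 0.6 uM human TRb ligand-binding domain, with 1 uM T3, after 5 hr at ambient temperature; inhibition seen as decreased polarization.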
Tau FP inhib – tau fibrillization inhibition (FP). Potency, µM (titrated, usually from 57.7 µM), for inactives: at the top dose activity, negative = inhibition, usual class: inhibitors. P10636. K18 P301L tau heparin fibrillization, Alexa594 FP, 6 h. hit rate 0.39% among 280,000; also: nearly all actives have a fitted effect of over 55% in size
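K18 P301L tau (15 uM unlabeled/0.24 uM Alexa 594-labeled, final) + compound + heparin 20 uM final; 100 mM NaOAc pH 7; 6 hr 37 C; ThT 30 uM final added, 1 hr RT; FP ex 555/em 632 nm.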
GLA spleen mod – inhibitors or activators of human alpha-galactosidase in spleen homogenate; P06280; human spleen homogenate, 4MU-alpha-Gal fluorescence, 40 min; Potency, µM (series often up to 80 µM), inactives show at the top dose activity change, negative = inhibition, hits mostly inhibitors; hit rate 0.008% among 240,000; AID 2107;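 also: 0% = enzyme with vehicle and -100% = no enzyme basal signal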
Target sequence (P06280 32-429 limits assumed): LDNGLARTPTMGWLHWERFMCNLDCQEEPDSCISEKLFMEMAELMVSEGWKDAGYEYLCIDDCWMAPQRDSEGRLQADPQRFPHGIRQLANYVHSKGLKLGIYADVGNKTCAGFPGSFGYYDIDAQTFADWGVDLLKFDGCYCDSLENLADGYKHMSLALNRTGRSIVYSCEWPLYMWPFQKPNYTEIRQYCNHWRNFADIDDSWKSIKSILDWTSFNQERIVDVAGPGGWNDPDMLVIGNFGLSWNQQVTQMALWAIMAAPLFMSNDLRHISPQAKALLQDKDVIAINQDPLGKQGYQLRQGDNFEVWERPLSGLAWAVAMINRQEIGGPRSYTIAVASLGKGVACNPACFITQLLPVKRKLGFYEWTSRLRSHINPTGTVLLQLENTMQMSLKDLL
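Fluorogenic readout (Ex 365/Em 440 nm) of 4-methylumbelliferone released from 1 mM 4-MU-alpha-galactoside by spleen homogenate, 40 min at 37C, pH 5.0. Data normalized to no-enzyme and enzyme controls; Hill-equation AC50 from compound titrations.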
Numbers without * were called inactive; ? = inconclusive; · = no result given; & = joins results of further samples; [ ] = another dose, or the depositor's remark. Unless noted, calls follow the shape of the dose curve; as a rule, active = well fitted curve in the direction sought with a large enough effect; inconclusive = small, poorly fitted or top-dose-only effect, or another doubt; inactive = no such curve, though single readings can be large; an effect the other way counts as inactive or inconclusive. Unless noted, % is scaled to controls: 0 for no effect and ±100 for the full control effect; potency is read from the fitted curve at half-maximal effect.

Start of the listing, in advance (2 entries):
SMILES	ALDH1A1 block	Tau fluor counter	Tau fibril ThT	TexasRed fluor	L3MBTL1 inh	TRb SRC2 PPI	Tau FP inhib	GLA spleen mod
O=C(c1noc2c1CCCCC2)N1CCN(c2ccc(Cl)cc2)CC1	·	-19%	?	-5%	·	-5%	3%	·
O=C1C(c2c(O)[nH]c3ccccc23)=Nc2ccccc21	16%&11%&-4%	?	?	0%&1%&0%&1%	·	2%&-6%&-1%&0%	-3%&-8%&-3%&-9%	-2%&4%&8%&1%

This part in full, from the first entry:
SMILES	ALDH1A1 block	Tau fluor counter	Tau fibril ThT	TexasRed fluor	L3MBTL1 inh	TRb SRC2 PPI	Tau FP inhib	GLA spleen mod
O=C(c1noc2c1CCCCC2)N1CCN(c2ccc(Cl)cc2)CC1	·	-19%	?	-5%	·	-5%	3%	·
O=C1C(c2c(O)[nH]c3ccccc23)=Nc2ccccc21	16%&11%&-4%	?	?	0%&1%&0%&1%	·	2%&-6%&-1%&0%	-3%&-8%&-3%&-9%	-2%&4%&8%&1%
Nc1ncnc(Nc2cccc(C(F)(F)F)c2)n1	0%	6%	2%	0%	-5%	-5%	-2%	6%
COc1ccc2c(CC(=O)OCC(=O)Nc3cccc(S(N)(=O)=O)c3)coc2c1	·	18%	·	0%	·	1%	5%	-7%
CCOC(=O)N1CCN(c2ccc([N+](=O)[O-])cc2F)CC1C (stereo not given)	?	-6%	?	-1%	-6%	-5%	17%	0%
CC(C)(C)C1CCC(=NNc2ncc(C(F)(F)F)cc2Cl)CC1 (stereo not given)	?	-5%	-8%	-4%	·	-8%	3%	-2%
COc1ccc(C(=O)Cn2c(=N)n(C)c3ccccc32)cc1	12%	-17%	-33%	-3%	-7%	-1%	-12%	4%
COc1ccc(/C=N\Nc2ccc([N+](=O)[O-])cc2[N+](=O)[O-])c(C(=O)O)c1OC	?	-29%	14µM*	-3%	-24%	12%	-7%	8%
Cc1cc(NC(=O)C2CCN(S(=O)(=O)c3c(C)noc3C)CC2)ccc1Br	·	-28%	-6%	-2%	·	0%	?	·
Cc1snc(S(=O)(=O)Cc2ccccc2Cl)c1C#N	-6%	-11%	-15%	0%	-9%	11%	-2%	-16%
COc1cccc(OC)c1C(=O)NC(=S)N1CCOCC1	2%	4%	7%	4%	3%	-1%	-3%	1%
COc1cccc(C(=O)Nc2ccccc2C(=O)OCc2cc(=O)n3nc(C4CC4)sc3n2)c1	·	9%	3%	0%	·	-9%	11%	·
Cc1ccc(OCCSc2nc(-c3cccs3)nc3cc(=O)[nH]n23)cc1Cl	·	-23%	?	-2%	·	-6%	-17%	·
CC(=O)Nc1ccc(S(=O)(=O)NNC(=O)C(=O)NNc2ccccn2)cc1	17%	-6%	-11%	-2%	-5%	-2%	3%	-7%
Cc1nn(C)cc1C(C(=O)NC1CCCCC1)N(C(=O)Cc1cccs1)c1ccc(Cl)cc1 (stereo not given)	14%	-5%	-5%	1%	1%	-5%	4%	2%
CCOC(=O)c1ccc[n+](CC(=O)Nc2cc(C(F)(F)F)ccc2Cl)c1	-13%	2%	2%	0%	4%	8%	-1%	1%
CCOC(=O)CC(=O)CSc1nc(C)cc(-c2cccnc2)c1C#N	-15%	-1%	-16%	-3%	-19%	-6%	1%	-6%
COCCn1nnnc1C(c1ccc(OC)cc1)N1CCN(c2ccccc2F)CC1 (stereo not given)	-1%	0%	0%	-5%	12%	-23%	5%	10%
c1ccc(Cn2c(CSc3nnnn3-c3ccccc3)nc3ccccc32)cc1	?	0%	-6%	1%	1%	-6%	3%	-24%
CC(=O)Nc1ccc(S(=O)(=O)NCC2CCC(C(=O)NC(C)c3ccccc3)CC2)cc1 (stereo not given)	-7%	-4%	-3%	-2%	6%	4%	-1%	-10%
CCOc1ccccc1NC(=O)c1c2c(nc3ccccc13)C(=O)N(C1CCCCC1)C2	·	-2%	?	3%	·	-6%	2%	·
O=C(OCc1cc([N+](=O)[O-])cc2c1OCOC2)c1ccccn1	-8%	-5%	-7%	-1%	·	0%	1%	2%
Cc1cc(C(=O)CN2C(=O)NC(CC(C)C)C2=O)c(C)n1-c1ccccc1F (stereo not given)	6.3µM*	-12%	-15%	0%	·	-9%	1%	-6%
CCC(C)N(C(=O)COC(=O)Cc1n[nH]c(=O)c2ccccc12)C1CCS(=O)(=O)C1 (stereo not given)	6%	5%	8%	0%	0%	-21%	7%	?
COc1ccc(S(=O)(=O)NCCc2ccc(F)cc2)cc1	?	-7%	5%	-6%	5%[11.4 µM]	-5%	5%	-3%

Random excerpt: 2 compounds from above
SMILES	ALDH1A1 block	Tau fluor counter	Tau fibril ThT	TexasRed fluor	L3MBTL1 inh	TRb SRC2 PPI	Tau FP inhib	GLA spleen mod
COc1ccc(S(=O)(=O)NCCc2ccc(F)cc2)cc1	?	-7%	5%	-6%	5%[11.4 µM]	-5%	5%	-3%
O=C(OCc1cc([N+](=O)[O-])cc2c1OCOC2)c1ccccn1	-8%	-5%	-7%	-1%	·	0%	1%	2%

Additional results follow:
SMILES	ALDH1A1 block	Tau fluor counter	Tau fibril ThT	TexasRed fluor	L3MBTL1 inh	TRb SRC2 PPI	Tau FP inhib	GLA spleen mod
Cc1ccc(-c2csc(NC(=O)CCNC(=O)c3ccc(Cl)cc3)n2)cc1	0%	-12%	-10%	-2%	-9%	6%	-11%	0%
Cc1ccc(CC(=O)NCCS(=O)c2ccc(Cl)cc2)cc1 (stereo not given)	?	-8%	-2%	0%	-10%	-4%	-7%	-4%
O=C(CSc1nc2c([nH]c3ccccc32)c(=O)n1-c1ccc(F)cc1)NCc1ccccc1	·	0%	11%	4%	·	3%	-10%	·
O=C(Nc1cccc([N+](=O)[O-])c1)c1cc2ccccc2cc1O	9%	?	?	?	?	21%	11%	1%
C/C(N)=C(/C#N)C(=O)CSc1nnc(Cc2ccccc2F)n1N	-2%	-13%	-6%	4%	·	-4%	-14%	5%
COc1ccc(CCCc2nnc(SCC(=O)Nc3ccccc3F)o2)cc1C	·	-11%	?	-3%	·	14%	0%	·
COC(=O)c1cc2ccccc2c(-c2c(O)ccc3ccccc23)c1O	11%	?	-8%	-3%	-16%	2%	-7%	0%
Cc1cccn2c(Nc3ccccc3)c(-c3cccs3)nc12	·	?	?	-1%	·	5%	9%	·
CC(C#N)Sc1nnc(Nc2ccccc2)s1 (stereo not given)	-4%	-6%	0%	-3%	·	2%	-1%	-6%
Cc1ccc(N(C(=O)Cn2nnc3ccccc32)C(C(=O)NCc2ccco2)c2ccc(C)o2)cc1 (stereo not given)	-6%	-6%	?	-4%	1%	-3%	5%	-1%
Cc1oc(-c2ccc(C(=O)Nc3ccc(F)cc3F)cc2)nc1COc1ccccc1	·	-1%	-3%	-3%	·	4%	-14%	·
O=Cc1ccc2noc(-c3ccc(F)cc3)c2c1	-13%	-12%	-14%	-2%	·	-10%	5%	-2%
CCOC(=O)Cn1cc(/C=C(\C#N)C(=O)N2CCOCC2)c2ccccc21	·	1%	·	0%	·	3%	0%	-1%
O=c1cc(-c2ccc(O)cc2)oc2c([C@@H]3O[C@H](CO)[C@@H](O)[C@H](O)[C@H]3O)c(O)c([C@@H]3O[C@H](CO)[C@@H](O)[C@H](O)[C@H]3O)c(O)c12	0%	-8%	-10%	-8%	-1%	3%	-2%	1%
Cc1ccc(S(=O)(=O)N2CCSC2)cc1C	1%	0%	-1%	0%	·	-10%	-6%	7%
CCN1CCN(C(=O)C2CCC(CNS(=O)(=O)c3ccccc3)CC2)CC1 (stereo not given)	-15%	-6%	-3%	-1%	·	-2%	-5%	3%
COc1ccccc1N1CCN(CC(O)COc2ccc(C)cc2C(C)(C)C)CC1 (stereo not given)	·	?	?	-4%	·	5%	11%	·
COC(=O)c1sccc1NC(=O)CSCCc1ccccn1	10%	-5%	2%	1%	·	-2%	-2%	4%
CCOc1ncccc1C(=O)OCc1cc(=O)oc2c(C)c(C)ccc12	6%	-3%	-20%	-4%	4%	2%	-1%	-8%
O=C(Cc1cccs1)NC1CC(=O)N(c2ccc(Cl)cc2)C1 (stereo not given)	·	-6%	-4%	1%	·	-1%	2%	·
CCOc1ccc(-c2cc(C(=O)NCCc3ccc(Cl)cc3)c3ccccc3n2)cc1	·	-15%	3%	-1%	·	-3%	-12%	·
Cc1nc2c(cc1C(=O)N/N=C/c1ccc(O)c(O)c1)c(=O)n(C)c(=O)n2C	4%	-18%	-9%	2%	5%	3%	14%	2%
CC(C)(C)N1CC(c2nc3ccccc3n2Cc2ccc(Cl)cc2)CC1=O (stereo not given)	-11%	-11%	-10%	1%	·	-21%	3%	-1%
CCOC(=O)c1[nH]c(C)c(/C(O)=C2\C(=O)C(=O)N(CCCN(C)C)C2c2ccncc2)c1C (stereo not given)	10%	-7%	-9%	2%	6%	-1%	1%	2%
Cc1nc(NC(=O)CN(C)S(=O)(=O)c2ccc(Br)cc2)sc1C	6%	-25%	-13%	-3%	·	0%	-4%	-5%

New compounds follow:
SMILES	ALDH1A1 block	Tau fluor counter	Tau fibril ThT	TexasRed fluor	L3MBTL1 inh	TRb SRC2 PPI	Tau FP inhib	GLA spleen mod
COc1cc(NC(=O)CCS(=O)(=O)c2nc(-c3ccc4c(c3)OCO4)cc(C(F)(F)F)n2)cc(OC)c1OC	·	-16%	-10%	-1%	·	-2%	-1%	·
COc1ccc(NC(=O)CSc2nc(NS(=O)(=O)c3ccc(C)cc3)cc(=O)[nH]2)cc1	-8%	-15%	-9%	-15%	·	21%	?	-2%
CC(C)CC(COCc1cccc(Cl)c1)N1CCN(C(=O)c2cccc(C(F)(F)F)c2)CCC1=O (stereo not given)	-6%	-7%	-1%	-1%	-2%	7%	-5%	3%
CCOC(=O)Cn1c(=O)c2c(nc(Br)n2CC(=O)OCC)n(C)c1=O	-7%	-1%	-3%	0%	3%	0%	6%	2%
O=C(NCCS(=O)(=O)N1CCN(c2ccccc2)CC1)C(c1ccccc1)c1ccccc1	·	-1%	10%	-4%	·	0%	0%	·
COc1ccc(NC(=O)CN(C)CC(=O)Nc2ccc(Cl)cc2[N+](=O)[O-])cc1	15%	-7%	-15%	0%	·	-5%	-5%	-3%
COc1cc(OC)c(/C=N/NC(=O)COc2cccc3cccnc23)c(OC)c1	·	-7%	?	-3%	-1%	5%	0%	3%
COC(=O)C1=C(C)Nc2nnnn2C1c1cccs1 (stereo not given)	2.8µM*	2%	7%	-2%	11%	5%	6%	9%
